# From PubChem BioAssay
# hcGAS inh = Primary biochemical luminescence assay for human cyclic GMP-AMP synthase inhibitors | recombinant h-cGAS, ATP depletion, Kinase-Glo luminescence | inhibition, % at 12.5 µM | 290,000 tested, 0.081% active | AID 1259398, 2018;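 note: 0% = vehicle reaction and 100% = reaction without DNA for no activity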
# Target sequence (Q8N884 whole entry, looked up): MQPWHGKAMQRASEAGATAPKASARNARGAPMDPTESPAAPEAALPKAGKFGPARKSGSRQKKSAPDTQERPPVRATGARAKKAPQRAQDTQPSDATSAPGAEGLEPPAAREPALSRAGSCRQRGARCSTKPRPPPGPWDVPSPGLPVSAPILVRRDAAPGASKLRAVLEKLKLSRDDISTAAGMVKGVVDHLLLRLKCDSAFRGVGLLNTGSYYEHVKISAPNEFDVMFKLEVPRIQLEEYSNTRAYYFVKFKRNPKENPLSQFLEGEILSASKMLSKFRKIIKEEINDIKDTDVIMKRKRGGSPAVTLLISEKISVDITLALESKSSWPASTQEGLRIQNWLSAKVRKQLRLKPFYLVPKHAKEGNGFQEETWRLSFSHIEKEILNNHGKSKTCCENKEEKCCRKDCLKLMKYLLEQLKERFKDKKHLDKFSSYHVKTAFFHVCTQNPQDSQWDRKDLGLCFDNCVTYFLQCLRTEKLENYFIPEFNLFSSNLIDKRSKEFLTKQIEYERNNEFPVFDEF
# mcGAS inh = cyclic GMP-AMP synthase inhibitors, mouse, primary biochemical chemiluminescence. Q8C6L5. AID 1259399, 2018. 160,000 tested, 0.15% active. inhibition, % at 12.5 µM. recombinant cGAS, Kinase-Glo ATP depletion luminescence;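 note: 0% = negative control wells and 100% = reference inhibitor with no enzyme activity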
# NPYLR7 ag = agonists of mosquito NPYLR7 receptor, primary screen, cell-based, Aedes aegypti, calcium fluorescence, mosquito biting behavior. activation, % at 10 µM. Aedes aegypti neuropeptide Y-like receptor 7 (NPYLR7). 270,000 tested, 0.15% active. HEK293T NPYLR7/Galpha15, GCaMP6s calcium fluorescence; in the data active = activation above about 40%;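 note: 0% = vehicle and 100% = reference agonist at the receptor; some compounds past the cut are filed as inactive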
# Active calls of the source: *; nt = no result given; & = joins results of further samples. Cut-off read from the data, not from the text of the source, unless noted: active = inhibition above about 40%; inactive = the rest.
# Start of the data: the first 2 compounds as a preview:
SMILES,hcGAS inh,mcGAS inh,NPYLR7 ag
OCc1cccc(-c2ccnc3n[nH]c(-c4cccc(C(F)(F)F)c4)c23)c1,-1,-3,1
O=c1[nH]c(CSc2ncnc3sccc23)nc2sc3c(c12)CCCC3,-8,nt,-4

# The whole of this part (from the top)
SMILES,hcGAS inh,mcGAS inh,NPYLR7 ag
OCc1cccc(-c2ccnc3n[nH]c(-c4cccc(C(F)(F)F)c4)c23)c1,-1,-3,1
O=c1[nH]c(CSc2ncnc3sccc23)nc2sc3c(c12)CCCC3,-8,nt,-4
O=C(CN1CCC2(CC1)SCC1C(=O)N(c3ccccc3)C(=O)N12)Nc1ccccc1F (stereo not given),-5,nt,6
Cc1ccc(-c2ccc(=O)n(CCCNC(=O)Cc3ccc(F)cc3)n2)cc1,0,nt,-2
COc1cccc(COC(CN2CCN(C(=O)Nc3cc(F)ccc3F)CC2)c2ccc(Cl)cc2)c1 (stereo not given),4,2,nt
O=C(CCc1ccccc1)NCCn1ncc2c(N3CCCCCC3)ncnc21,-9,-6,0
COc1ccccc1-c1nc2c(C)cccn2c1NCc1ccccc1,-4,-7,0
COc1ccccc1C(=O)Nc1cccc(N2CCC(NC3C4CC5CC3CC(O)(C5)C4)CC2)c1 (stereo not given),-2,-7,12
CCc1c(C)[nH]n(-c2nc3ccccc3[nH]2)c1=O,-5,nt,-18
CCC(=O)N1CCCC1c1nc(CC(C)C)nn1-c1ccccc1F (stereo not given),-2,-9,1
O=C(C1CCCC1)N(Cc1ccc(C(F)(F)F)cc1)CC1CC(c2cccc(F)c2)=NO1 (stereo not given),-4,-9,6
CCc1ccc(C(=O)Nc2nnc(SCc3ccc(F)cc3F)s2)cc1,0,-4,22
CCc1nc(N2CCN(C(=O)c3cccc(C(F)(F)F)c3)CC2)c2c3c(sc2n1)CN(CC)CC3,-5,-4,-1
O=C(c1ccc2nonc2c1)N1CCC(n2c(=O)oc3ccc(Cl)cc32)CC1,-11,-8,5
CN1CCCN(C(=O)CCC[C@H]2NC[C@@H]3C[C@H]2CN(Cc2ccccc2)C3)CC1,-4,-6,nt
CC1(C(=O)NS(=O)(=O)c2ccccc2)CCN1C(=O)CC1CCCC1 (stereo not given),-4,nt,17
COCCOC(=O)C1=C(C)N=C2SC=C(CC(=O)Nc3cc(C)cc(C)c3)N2C1c1ccccc1 (stereo not given),-4,-3,nt
CCCNc1cc(N2CCC(CCC(=O)N3CCCN(C)CC3)CC2)ncn1,-16,-6,nt
Cn1nnnc1NCc1ccccc1C(F)(F)F,-9,nt,-2
COC(=O)c1cc(-c2coc3cc(O)ccc3c2=O)c(C)o1,-1,nt,6
O=C1CSC(c2ccsc2)N1CCO (stereo not given),-4,-4,0
CCN1CCN(Cc2cc(C(=O)N(C)Cc3ccsc3)no2)CC1,-5,nt,7
CCCCc1ccc(N2C(=O)c3cccc4cccc(c34)C2=O)cc1,-7,-5,0
Cc1csc(SCC(=O)N2CCCC(CNS(=O)(=O)c3cccs3)C2)n1 (stereo not given),-3,nt,6
COC(=O)c1sc(NC(=O)CSc2nncn2-c2ccccc2)c(C(=O)OC)c1C,-6,-4,0
COc1ccc(OC)c(-c2cc(Cl)c3c(c2)CC(CNC(=O)c2cccnc2C)O3)c1 (stereo not given),-9,-10,19
CC(O)C1CCN(c2cncc(Br)c2)CC1 (stereo not given),-11,-7,3
CCCCSc1nc2c(c(=O)n(C)c(=O)n2C)n1Cc1cccc(C)c1,-2,nt,11
CCOC(=O)N1CCC(=O)N(CCOC)C[C@H]2COc3ccccc3[C@H]21,-8,-8,0
Cc1cn2c3c(=O)n(CCN4CCOCC4)c(=O)n(C)c3nc2n1Cc1ccco1,3,nt,-9
Cn1cc(CN2CCN(c3cnccn3)CC2)c(-c2ccc(Oc3ccccc3)cc2)n1,-3,nt,3
COc1ccc(CCN(C)c2cc(Cl)nc(SCc3cccc(C(=O)NCCC(c4ccccc4)c4ccccc4)c3)n2)cc1OC,-7,-6,13
CN(Cc1ccccc1)C1CCCN(Cc2ccc(C#CC(C)(C)O)cc2)C1 (stereo not given),-12,-12,10
COc1ccc(Nc2nc(NCCCOC(C)C)nc3c2cnn3-c2ccccc2)cc1,-9,-9,1
COc1ccc2c(c1)CN(CC(=O)NCc1cc(OC)c(OC)cc1OC)CC2,-10,nt,7
COCCNC(=O)C(NC(=O)C1CCCC1)C1CCN(C(=O)c2cccc(OC)c2)CC1 (stereo not given),2,nt,-2
COc1cccc(C2c3[nH]c4ccccc4c3CCN2Cc2cccs2)c1OC (stereo not given),-2,-4,-1
CCC(C)N(CC(=O)N(Cc1ccc(F)cc1)Cc1sccc1C)C(=O)c1ccc(-c2ccccc2)cc1 (stereo not given),-5,-6,-3
CNc1ncc(CN(C)Cc2nc(-c3ccco3)oc2C)cn1,-10,-13,-1
COc1ccc(C(=O)N2CCC(n3c(=O)oc4cc(C)ccc43)CC2)c(OC)c1,0,-6,29

# Complete entries as entered above:
# Profile of `CN(Cc1ccccc1)C1CCCN(Cc2ccc(C#CC(C)(C)O)cc2)C1` (stereo not given) : hcGAS inh = -12; mcGAS inh = -12; NPYLR7 ag = 10
# Profile of `CCN1CCN(Cc2cc(C(=O)N(C)Cc3ccsc3)no2)CC1` : hcGAS inh = -5; mcGAS inh = nt; NPYLR7 ag = 7

# Additional entries:
SMILES,hcGAS inh,mcGAS inh,NPYLR7 ag
CC(=O)Nc1cccc(NC(=O)CSc2nnc(C(C)C)c3cnn(-c4ccc(C)c(C)c4)c23)c1,-1,-4,-13
COc1ccc(C(=O)NC2CCCCC2C)c(OC)c1OC (stereo not given),-6,nt,-7
C=CCc1cc(C)cc(C)c1OCCNCC1CCCO1 (stereo not given),-4,nt,-10
CCOC(=O)c1ccc(Nc2nnc(Cc3ccccc3)c(=O)[nH]2)cc1,-5,nt,-1
Cc1nc(C(C)C)sc1C(=O)NCc1cccc(-c2nn[nH]n2)c1,-6,-10,5
c1ccc(Oc2ccc(-c3nc(N4CCCC4)c4ccccc4n3)cc2)cc1,-4,-6,3
Cc1cccc(CSc2nnc(CNC(=O)C(Cl)c3ccccc3)n2-c2ccc(Cl)cc2Cl)c1 (stereo not given),-3,-4,15
CCCn1c(=O)n(CCC(=O)Nc2cccc(NC(=O)Nc3ccccc3)c2)c2ccccc21,-2,nt,-1
COc1ccccc1CCNC(=O)C(=O)NCC1OCCCN1S(=O)(=O)c1cccs1 (stereo not given),-4,nt,-6
COc1ccc(-c2ccc(NC3CC3)nn2)c(C)c1,0,1,0
COc1cc(OC)c2c(=O)c(-c3ccccc3)coc2c1,3,nt,-16
Cc1cccc(CNCC2(O)CCCN(Cc3ccc(C(C)C)cc3)C2=O)n1 (stereo not given),4,nt,-8
COCc1nc(N2CCC(CCO)CC2)c2cnn(C)c2n1,-4,-20,5
Cc1cc(C)n(-c2n[nH]c(C)c2[N+](=O)[O-])n1,2,1,18
COc1ccc(Nc2cc(-c3ccc(CC(C)C)cc3)ncn2)cc1OC,1,nt,-9
CCOC(=O)c1ccc(-n2c(C)cc(/C=C3/SC(=Nc4ccccc4)NC3=O)c2C)cc1,-2,-6,-4
CCc1nc2ccc(C(=O)NCCOc3ccc(OC)cc3)cn2c1N(C)Cc1ccc(Cl)cc1,-9,-5,-4
Cc1ccc(-n2ncc3c(C)nn(CC(=O)N4CCCc5ccccc54)c(=O)c32)c(C)c1,0,nt,-5
CC1CCN(Cc2cc(=O)[nH]c(N3CCN(C(=O)CC(C)CC(C)(C)C)CC3)n2)CC1 (stereo not given),3,nt,1
O=C(ON=C1Sc2ccccc2C1=O)c1ccccc1,-9,nt,6
O=C(NCCCn1nc(-c2ccncc2)ccc1=O)c1ccc(-c2ccccc2)cc1,2,nt,16
O=C1c2ccccc2C2=Nc3ccccc3SC12O (stereo not given),-7&1,-5&-1,11&5
CCc1nc2ccc(C(=O)NCCc3ccccn3)cn2c1N(CC)Cc1ccc(OC)c(OC)c1,-4,-2,16
CC(C)NC(=O)CNCc1ccc(S(C)=O)cc1 (stereo not given),-10,nt,6
O=C(NCc1ccco1)c1cc(-c2cccs2)n(C2CCS(=O)(=O)C2)n1 (stereo not given),-6,nt,-1
COCCN1CCC(C(=O)NCc2nc(C)c3c(n2)CCCC3)C1 (stereo not given),3,nt,-7
Clc1ccc2nc(N/N=C\c3ccc(Cl)o3)nc(-c3ccccc3)c2c1,-4,-7,7
CC(NC(=O)CC12CC3CC(CC(C3)C1)C2)C(=O)O (stereo not given),-4,-8,-1
CCOC(=O)c1cc(-c2cccc(NC(=O)c3ncoc3-c3ccc(OC)cc3)c2)n(-c2cccc(F)c2)n1,-4,-2,8
O=C(CN1C(=O)CC(c2ccco2)Sc2ccccc21)NC1CCCCC1 (stereo not given),2,1,-4
CC1(C)OCC(NC(=O)Nc2cccc3ccccc23)C(c2ccccc2)O1 (stereo not given),-5,nt,16
CCN1CCOC(C(=O)N(C2CC2)C(C)c2ccccn2)C1 (stereo not given),3,nt,0
CCOC(=O)C1CCCN(CC(=O)N2N=C(c3ccccc3F)CC2c2cc(OC)ccc2OC)C1 (stereo not given),13,3,-13
Cc1ccc(F)cc1C(=O)Nc1ccc(C#N)c(C#N)c1,-6,-15,3
Cc1cc(C)nc(N=Cc2nc(-c3ccccc3F)oc2O)c1,-5,-5,-6
CC(=O)c1sc2nc(CN(C)Cc3ccccc3)[nH]c(=O)c2c1C,1,-3,13
CNCCc1cnc(CCC(c2ccccc2)c2ccccc2)[nH]1,-1,-4,0
COC(=O)C1C(=N)Oc2c(oc(CO)cc2=O)C1c1cccc(Cl)c1 (stereo not given),-8,-10,-3
Cc1cccc(CNCc2c(-c3ccccc3)noc2N(C)C(C)C)c1,-3,nt,-1
O=C(O)CCC(=O)N1N=C(c2cccs2)CC1c1cccc2nccnc12 (stereo not given),-7,nt,-6
COc1ccc(OC)c(NC(=O)c2c(-c3ccccc3)noc2C)c1,-4,nt,2
COc1ccc(Br)cc1S(=O)(=O)Oc1ccc2ccccc2c1,-3,-5,9
CS(=O)(=O)c1c(F)cc(NC(=O)c2cc(Cl)ccn2)cc1F,-5,nt,-3
O=C(CNCCNC(=O)c1ccncc1)Nc1ccc(Cl)cc1F,2,-12,14
COCCOc1cccn2c(N(C)Cc3cccs3)c(C)nc12,-1,-2,21
CCCNc1cc(C)nc2cc(-c3ccc(OC)c(OC)c3)nn12,0,-1,2
O=c1[nH]c2ccccc2n1C1CCN(CCOc2ccccc2)CC1,-6,nt,-11
COc1ccc(OC)c(CC(=O)N2CC(=O)N3CCc4cc(OC)c(OC)cc4C3C2)c1 (stereo not given),0,-4,3
COc1cccc(F)c1-c1cnc(-n2cnnc2)c(C)c1,-7,nt,-1
CC1CN(c2cc(Oc3ccc(F)cc3Cl)ncn2)CCN1C(=O)C(C)(C)CCl (stereo not given),-3,-4,4
Cc1ccc(CN(CCc2ccccc2)C(=O)CN(C(=O)CCc2ccccc2)C2CC2)o1,-5,-3,nt
COC(=O)CCNC(=O)CC(c1ccccc1)c1ccccc1F (stereo not given),-8,nt,2
N#Cc1c(N)nc(SCC(=O)c2ccc(Br)cc2)c(C#N)c1-c1ccccc1,9,2,6
COc1ccc(C(NC(=O)C2CCN(CCc3c[nH]c4ccccc34)CC2)c2ccccc2C)cn1 (stereo not given),0,-4,3
CCn1nnc2c(NC(C)COC)ncnc21 (stereo not given),-9,nt,15
O=C(OCc1cc(-c2cc3ccccc3o2)on1)c1cccs1,-9,nt,-4
COc1ccc(-c2nn(-c3ccccc3)cc2CNCc2cc(C(C)C)no2)c(F)c1,-2,-14,5
COc1ccccc1-c1nc(COC(=O)c2nnn(-c3ccc(C)cc3)c2C)c(C)o1,-5,-8,2
O=C(COc1ccc(Cl)cc1Br)c1c[nH]c(C(=O)N2CCCC2)c1,-5,nt,6
O=C(c1cc(C(F)(F)F)cc(C(F)(F)F)c1)N1CCN(c2nccc(-c3ccco3)n2)CC1,-7,-7,4

# Further compounds follow.
SMILES,hcGAS inh,mcGAS inh,NPYLR7 ag
CCCn1nnnc1CNc1cc(F)c(F)cc1NC(C)=O,4,0,-2
COc1ccc(Cn2c(C3CC(=O)N(C)C3)n[nH]c2=O)cc1 (stereo not given),-7,nt,27
C=CCCC(O)CN(CCCOC)Cc1cccs1 (stereo not given),2,3,-8
Cc1ccc(Cc2nc(N3CCNCC3)c3c(C)nn(-c4ccccc4)c3n2)cc1,6,nt,-16
COc1ccc2[nH]c3c(c2c1)CCN(Cc1ccccn1)C3,-4,nt,3
Cc1ccc(C(O)c2ncc(-c3ccccc3)[nH]2)c(C)c1 (stereo not given),-2,nt,4
COC(=O)c1nn(Cc2nc(-c3sccc3C)oc2C)c2c1CCC2,-11,nt,9
O=C(O)c1ccc(Cl)cc1N=Cc1nc(-c2ccccc2)oc1O,10,15,13
COc1ccc(NS(=O)(=O)/C=C/c2ccccc2)cn1,-13,nt,1
CCC(C)N1CCC(=O)NC1=O (stereo not given),-2,-6,21

# Already shown: an excerpt of the list.
SMILES,hcGAS inh,mcGAS inh,NPYLR7 ag
COC(=O)c1nn(Cc2nc(-c3sccc3C)oc2C)c2c1CCC2,-11,nt,9
O=C(O)c1ccc(Cl)cc1N=Cc1nc(-c2ccccc2)oc1O,10,15,13
COc1ccc(NS(=O)(=O)/C=C/c2ccccc2)cn1,-13,nt,1
CCC(C)N1CCC(=O)NC1=O (stereo not given),-2,-6,21
